Source: PubChem BioAssay (several laboratories)
KCC2 mod: modulates chloride dependent transport by human KCC2. B-score of Tl+ flux slope (higher = more flux/activation; lower = inhibition) at 10 µM. KCC2 cells, thallium flux FluoZin-2 fluorescence. 190,000 tested, 2.2% active. Q9H2X9;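 active = thallium flux slope and its plate-corrected score both differing from the plate sample mean at a set confidence after two filtering rounds, in either direction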;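 also: slope of fluorescence scaled to starting intensity during 10 to 20 s after thallium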
Target sequence (Q9H2X9 whole entry, looked up): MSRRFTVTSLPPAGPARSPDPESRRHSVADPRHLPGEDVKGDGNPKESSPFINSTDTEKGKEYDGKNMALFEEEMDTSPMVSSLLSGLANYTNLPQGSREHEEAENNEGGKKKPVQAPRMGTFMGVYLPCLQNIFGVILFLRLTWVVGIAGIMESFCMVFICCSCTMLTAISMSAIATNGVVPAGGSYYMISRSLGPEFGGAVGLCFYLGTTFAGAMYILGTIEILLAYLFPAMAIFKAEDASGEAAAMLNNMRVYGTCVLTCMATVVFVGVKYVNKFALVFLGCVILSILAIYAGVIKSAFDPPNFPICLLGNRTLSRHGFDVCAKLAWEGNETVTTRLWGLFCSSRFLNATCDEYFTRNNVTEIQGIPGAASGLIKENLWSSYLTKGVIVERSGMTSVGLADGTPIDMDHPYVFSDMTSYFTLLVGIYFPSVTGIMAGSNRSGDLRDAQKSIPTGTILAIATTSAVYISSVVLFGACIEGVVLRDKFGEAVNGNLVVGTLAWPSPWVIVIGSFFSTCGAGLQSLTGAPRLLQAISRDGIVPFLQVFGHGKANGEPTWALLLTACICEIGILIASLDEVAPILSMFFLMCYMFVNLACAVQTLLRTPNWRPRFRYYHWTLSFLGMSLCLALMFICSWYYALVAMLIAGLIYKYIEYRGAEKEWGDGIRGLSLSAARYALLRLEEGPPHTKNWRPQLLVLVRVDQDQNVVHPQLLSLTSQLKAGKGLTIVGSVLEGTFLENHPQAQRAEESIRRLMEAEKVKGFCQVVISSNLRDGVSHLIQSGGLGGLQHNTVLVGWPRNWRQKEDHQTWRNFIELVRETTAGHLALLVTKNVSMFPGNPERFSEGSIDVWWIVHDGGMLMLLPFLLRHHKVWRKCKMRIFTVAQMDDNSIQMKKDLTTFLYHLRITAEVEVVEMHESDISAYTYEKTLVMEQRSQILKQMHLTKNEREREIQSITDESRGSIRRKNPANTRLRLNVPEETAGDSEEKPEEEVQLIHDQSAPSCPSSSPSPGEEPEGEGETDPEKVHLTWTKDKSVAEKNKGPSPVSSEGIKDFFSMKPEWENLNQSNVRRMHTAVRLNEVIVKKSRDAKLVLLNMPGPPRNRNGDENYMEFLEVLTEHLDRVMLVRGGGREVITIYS
TNF death inh: TNF-alpha cell death inhibition in Jurkat FADD-/- cells. Jurkat FADD-/- TNF necroptosis rescue, ATP luminescence, 24 h; 0 = TNF only, 100 = no-TNF cells. activation (protection from cell death), % at 10 µM. 220,000 tested, 0.068% active. AID 463075;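 active = activation, meaning protection from cell death, of at least 50% relative to plate controls; inactive = activation below 50%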;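 also: necroptosis triggered by 40 ng/mL TNF-alpha added together with compound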
Hck-Nef inh: human Hck-Nef kinase inhibition | 220,000 tested, 0.68% active | inhibition, % at 20 µM | Recombinant Hck-YEEI plus Nef, Z-Lyte FRET kinase assay;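 active = Hck-Nef kinase inhibition above about 50%, limit read from the data; inactive = inhibition below that limit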;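 also: 0% = DMSO with Hck plus Nef and 100% = Hck alone without Nef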
thrombin 1536: inhibitors of human thrombin. alpha-thrombin, Boc-VPR-AMC fluorogenic substrate cleavage. inhibition, % at 5 µM. 220,000 tested, 0.26% active;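 active = inhibition at or above 40%; inactive = inhibition below 40%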;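 also: 0% = enzyme with no compound and 100% = wells without enzyme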
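Assay system: human alpha-thrombin enzyme. Reagent: Boc-VPR-AMC substrate, 15 µM final. Compound dosing: one concentration per compound, 5 µM, with 0.2% DMSO. Incubation: room-temperature reaction. Technique: AMC fluorescence, 355/460 nm. Measure: % inhibition relative to enzyme controls and enzyme-free blanks.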
FXIIa inh: factor XIIa (human) inhibition; purified FXIIa, Boc-QGR-AMC fluorogenic substrate, 2 h; P00748; inhibition, % at 5 µM; 220,000 tested, 0.3% active; in the data active = inhibition above about 40%;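 also: 0% = enzyme with no compound and 100% = blank without enzyme; many of its hits are not listed in these tables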
zVAD death inh: L929 zVAD cell death inhibition | L929 zVAD necroptosis rescue, ATP luminescence, 24 h; with zVAD 60 µM | viability rescue, % at 10 µM | 220,000 tested, 0.38% active | AID 1377;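 active = activation, scaled between plate controls, above about 75%, limit read from the data; inactive = activation under that limit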;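 also: 0% = zVAD with DMSO and 100% = DMSO alone without zVAD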
FXIa inh 1536: blocks human coagulation factor XIa protease activity; P03951; purified FXIa, Boc-Glu-Ala-Arg-AMC fluorogenic substrate; inhibition, % at 5 µM; 220,000 tested, 0.14% active;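 active = inhibition of at least 40%; inactive = inhibition below 40%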;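 also: fluorescence of freed AMC excited at 355 nm; 0% = enzyme without compound and 100% = no enzyme blank; many of its hits are not listed in these tables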
hK5 inh: blocks human kallikrein 5 protease activity. Q9Y337. AID 873. inhibition, % at 5 µM. 210,000 tested, 0.59% active. recombinant hK5, fluorogenic AMC substrate cleavage;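 active = inhibition of 40% or more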;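 also: 0% = enzyme controls without compound and 100% = no-enzyme blanks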
Rad51 HR inh: blocks human Rad51 in homologous recombination; Q06609; hRad51 DNA strand exchange, fluorescence dequenching; inhibition, % at 10 µM; 200,000 tested, 0.085% active; AID 1385;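 active = inhibition above 40% at the single screening dose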;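 also: 0% = DMSO control wells and 100% = blanks with heterologous ssDNA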
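System: human Rad51 nucleoprotein filaments preassembled on unlabelled ssDNA. Reagent: labelled 47-mer dsDNA for strand exchange. Schedule: 30-min compound preincubation and 15-min exchange, both room temperature. Measured by: FRET fluorescence dequenching, excitation 485 nm, emission 520 nm. Read-out: Fluorescence-based percent inhibition, control- and blank-normalised. Benchmarks: plate controls and plate blanks.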
An asterisk follows results filed as active; . = not tested or not shown.

Letters: A = KCC2 mod; B = TNF death inh; C = Hck-Nef inh; D = thrombin 1536; E = FXIIa inh; F = zVAD death inh; G = FXIa inh 1536; H = hK5 inh; I = Rad51 HR inh
[1] CC(=O)Nc1nn(C)c2nc3cc(C)ccc3cc12
  A = 0.015; B = -1.5; C = 10; D = -2; E = 2; F = 36; G = -7; H = -9; I = -5

[2] O=C(CNC(=O)c1cccc(Cl)c1)N/N=C/c1cccnc1
  A = -0.77; B = -0.6; C = 5; D = -4; E = 2; F = 0.3; G = -8; H = -1; I = 8

[3] Oc1cccc(-c2nc3ccc4ccccc4c3c3c2CCC3)c1
  A = -0.35; B = -1.0; C = 6; D = -4; E = 9; F = 2.4; G = -2; H = -13; I = -1

[4] CN1CC(=O)N(CC(=O)N2N=C(c3ccc(Cl)cc3)CC2c2ccco2)C1=O (stereo not drawn)
  A = 0.42; B = -3.0; C = 7; D = -1; E = 5; F = -0.4; G = -4; H = -14; I = 10

[5] CC(C)(C)c1ccc(C(=O)N/N=C/c2cccc(Cl)c2)cc1
  A = 0.4; B = -2.7; C = 10; D = -5; E = -6; F = 2.6; G = -8; H = -3; I = -1

[6] CC1(C)CC(c2csc(N)n2)CCO1 (stereo not drawn)
  A = .; B = -0.1; C = 1; D = -6; E = 12; F = 1.1; G = 3; H = 1; I = -9

[7] CNC(=O)c1c(Cl)cnn1-c1ccc(F)cc1
  A = -0.39; B = -0.3; C = 9; D = -1; E = 11; F = 0.8; G = 0; H = .; I = 21

[8] CCOCC(=O)Nc1ccc(C)c(Cl)c1
  A = .; B = -1.5; C = -2; D = 0; E = 13; F = -0.5; G = 0; H = -9; I = -1

[9] Cc1occc1C(=O)NC(C)C(C)(C)C (stereo not drawn)
  A = 1.4; B = -0.5; C = 4; D = -1; E = 11; F = -0.2; G = 4; H = -19; I = 1

[10] Cc1cc(=O)c2c(C)ccc(C)c2[nH]1
  A = -1.7; B = 0.1; C = 31; D = 4; E = 10; F = -0.3; G = 5; H = 6; I = .

(next part)
Letters: A = KCC2 mod; B = TNF death inh; C = Hck-Nef inh; D = thrombin 1536; E = FXIIa inh; F = zVAD death inh; G = FXIa inh 1536; H = hK5 inh; I = Rad51 HR inh
[11] CCC1=C2CC[C@H]3C(=O)N(CC(=O)OC)C(=O)[C@H]3[C@H]2[C@@]2(C)C(=NCC(=O)OC)OC(=O)N2C1=O
  A = 0.65; B = 1.3; C = 8; D = -5; E = 7; F = -0.8; G = 0; H = 0; I = 2

[12] COc1ccc(CNS(=O)(=O)NCc2ccc(C)cc2)cc1
  A = 0.032; B = 0.6; C = 22; D = 12; E = 6; F = 8.8; G = -3; H = -1; I = 0

[13] FC(F)(F)c1ccc(N2CCOCC2)c(NC2=NCCCCC2)c1
  A = 1; B = -2.0; C = 0; D = 1; E = 20; F = -0.1; G = 3; H = 3; I = 4

[14] O=C(CNC(=O)c1ccc(Br)cc1)NCC(=O)OCc1ccc(Cl)cc1
  A = 0.18; B = 1.2; C = 1; D = 2; E = 2; F = 21; G = 0; H = -1; I = -3

[15] OCC1(CC2CCCCO2)CCN(Cc2ccccc2-c2ccco2)CC1 (stereo not drawn)
  A = 0.3; B = 0.6; C = 1; D = 2; E = 13; F = -0.3; G = 1; H = .; I = .

[16] Cc1ccc2c(CC(=O)OCc3csc(C)n3)coc2c1
  A = -0.4; B = -0.9; C = 0; D = -1; E = 5; F = -0.1; G = 5; H = -20; I = -6

[17] COCCCNC(=O)c1ccccc1-c1cc(C)no1
  A = 0.71; B = 2.3; C = 4; D = 1; E = 4; F = 0.8; G = 12; H = 3; I = 16

[18] O=S(=O)(c1ccc(F)cc1)N1CCN(c2nc(-c3ccc(F)cc3)cs2)CC1
  A = .; B = 1.6; C = 1; D = 3; E = 18; F = 0.1; G = -1; H = -7; I = 5

[19] COCCNc1nc2c(c(=O)n(C)c(=O)n2C)n1Cc1cccc(C)c1
  A = -4; B = -6.4; C = 2; D = 0; E = 10; F = -0.3; G = -20; H = 10; I = 10

[20] FC(F)(F)C12CC(c3ccccc3)=NCCN1CCN2 (stereo not drawn)
  A = .; B = -0.3; C = 0; D = 15; E = 13; F = -0.4; G = 5; H = -8; I = -9

Reprinted at random: 4 records from the list.
Letters: A = KCC2 mod; B = TNF death inh; C = Hck-Nef inh; D = thrombin 1536; E = FXIIa inh; F = zVAD death inh; G = FXIa inh 1536; H = hK5 inh; I = Rad51 HR inh
[17] COCCCNC(=O)c1ccccc1-c1cc(C)no1
  A = 0.71; B = 2.3; C = 4; D = 1; E = 4; F = 0.8; G = 12; H = 3; I = 16

[15] OCC1(CC2CCCCO2)CCN(Cc2ccccc2-c2ccco2)CC1 (stereo not drawn)
  A = 0.3; B = 0.6; C = 1; D = 2; E = 13; F = -0.3; G = 1; H = .; I = .

[8] CCOCC(=O)Nc1ccc(C)c(Cl)c1
  A = .; B = -1.5; C = -2; D = 0; E = 13; F = -0.5; G = 0; H = -9; I = -1

[13] FC(F)(F)c1ccc(N2CCOCC2)c(NC2=NCCCCC2)c1
  A = 1; B = -2.0; C = 0; D = 1; E = 20; F = -0.1; G = 3; H = 3; I = 4

Further results
Letters: A = KCC2 mod; B = TNF death inh; C = Hck-Nef inh; D = thrombin 1536; E = FXIIa inh; F = zVAD death inh; G = FXIa inh 1536; H = hK5 inh; I = Rad51 HR inh
[21] CS(=O)(=O)N(CC(N)=O)c1ccc2c(c1)OCO2
  A = 0.27; B = 1.1; C = -1; D = 6; E = 22; F = 0.4; G = 19; H = 1; I = -4

[22] CSc1nc(C)nc2c1c(=O)n(C)c(=O)n2C
  A = .; B = -0.9; C = 1; D = 1; E = 27; F = 0.8; G = 22; H = -8; I = 4

[23] O=C(CSc1ccc2nnc(-c3ccc(Cl)cc3)n2n1)N1CCc2ccccc21
  A = .; B = -0.3; C = -1; D = -3; E = 26; F = 6.0; G = 26; H = -11; I = .

[24] COC(=O)c1cc(=O)n2c(-c3ccccc3)csc2n1
  A = 0.93; B = -0.1; C = 3; D = -5; E = 12; F = 0.0; G = 4; H = -19; I = .

[25] O=C(C1CCCN(Cc2ccccc2F)C1)N1CCc2ccccc2C1 (stereo not drawn)
  A = -0.047; B = 2.5; C = 1; D = -4; E = 9; F = 0.8; G = 2; H = -1; I = .

[26] COC(=O)[C@@H]1C[C@@]2(O)[C@@H](O)[C@@H](O)[C@@H](O)C[C@H]2N1Cc1ccc(-c2ccccc2)cc1
  A = -0.02; B = -1.8; C = 32; D = 1; E = 7; F = 0.0; G = 0; H = 0; I = -7

[27] CC(C)OC(=O)Nc1ccc2c(c1)N(C(=O)N1CCN(C)CC1)c1ccccc1CC2
  A = -1.2; B = -17; C = 7; D = -3; E = 6; F = -1.5; G = 3; H = 5; I = -17

[28] CCC1CCCCN1C(=O)c1nn2cccnc2c1Cl (stereo not drawn)
  A = 1.1; B = -0.3; C = 13; D = 18; E = 20; F = -1.0; G = 14; H = 22; I = 3

[29] Cc1ccc(C2(c3ccc(C)cc3)CC2C(=O)NCc2cccnc2)cc1 (stereo not drawn)
  A = 0.19; B = -0.9; C = 20; D = 4; E = 2; F = -1.0; G = -1; H = -3; I = -15

Structures above with a furan ring, fused or not, in the order listed:
Letters: A = KCC2 mod; B = TNF death inh; C = Hck-Nef inh; D = thrombin 1536; E = FXIIa inh; F = zVAD death inh; G = FXIa inh 1536; H = hK5 inh; I = Rad51 HR inh
[4] CN1CC(=O)N(CC(=O)N2N=C(c3ccc(Cl)cc3)CC2c2ccco2)C1=O (stereo not drawn)
  A = 0.42; B = -3.0; C = 7; D = -1; E = 5; F = -0.4; G = -4; H = -14; I = 10

[9] Cc1occc1C(=O)NC(C)C(C)(C)C (stereo not drawn)
  A = 1.4; B = -0.5; C = 4; D = -1; E = 11; F = -0.2; G = 4; H = -19; I = 1

[15] OCC1(CC2CCCCO2)CCN(Cc2ccccc2-c2ccco2)CC1 (stereo not drawn)
  A = 0.3; B = 0.6; C = 1; D = 2; E = 13; F = -0.3; G = 1; H = .; I = .

[16] Cc1ccc2c(CC(=O)OCc3csc(C)n3)coc2c1
  A = -0.4; B = -0.9; C = 0; D = -1; E = 5; F = -0.1; G = 5; H = -20; I = -6

This is a subset. The share of hits here may be higher or lower than overall.
